# Compound activity: PubChem BioAssay, Sanford-Burnham Center for Chemical Genomics
# SENP8 block-1: SENP8 protease inhibitors, primary screen, biochemical, luminescence; purified SENP8, Z-RLRGG-aminoluciferin cleavage; AID 2540, 2010; actives 1.2% (n = 330,000); Sentrin-specific protease 8 (Homo sapiens), Q96LD8; inhibition, % at 10 µM; in the data active = inhibition above about 50%
# Target sequence (Q96LD8 whole entry, looked up): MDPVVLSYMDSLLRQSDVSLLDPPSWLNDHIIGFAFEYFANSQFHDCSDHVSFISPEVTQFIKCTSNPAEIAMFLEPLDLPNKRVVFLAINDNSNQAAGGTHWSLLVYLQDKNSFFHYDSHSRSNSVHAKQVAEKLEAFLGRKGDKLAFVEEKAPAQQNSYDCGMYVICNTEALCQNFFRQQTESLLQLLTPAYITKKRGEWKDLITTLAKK
# Apaf-1 inh: inhibitors of human Apaf-1 apoptosome, primary screen, biochemical, DEVD-Rh110 fluorescence, uHTS. reconstituted apoptosome caspase-3 activity. actives 0.71% (n = 330,000). Apoptotic protease-activating factor 1 (Homo sapiens), O14727. inhibition, % at 20 µM; active = inhibition of at least 40% at 20 µM;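 note: plate controls were DMSO wells for no effect and DEVD-CHO caspase inhibitor wells for full effect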
#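 System: Apoptosome proteins | Medium: Hepes pH 7.5 with detergent and BSA | Also added: Cytochrome c trigger plus (Z-DEVD)2-Rh110 caspase-3 substrate | Incubation: 30 min compound preincubation, 50 min activation, room temperature | Detection: Rhodamine 110 fluorescence at Ex 480/Em 540 nm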
# APOBEC3G inh: APOBEC3G DNA deaminase inhibitors, primary screen, biochemical, fluorescence, single-stranded DNA substrate, uHTS. DNA dC->dU-editing enzyme APOBEC-3G (Homo sapiens), Q9HC16. recombinant A3G, ssDNA deamination FAM/TAMRA fluorescence. inhibition, % at 20 µM. actives 0.28% (n = 330,000). AID 493012, 2011;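 active = inhibition of at least 40% at 20 µM, with no more than 30% in the related APOBEC3A deaminase screen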;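 note: plate controls were DMSO wells with A3G for no effect and wells lacking A3G enzyme for full effect; some compounds called inactive have numbers as strong as hits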
# Target sequence (Q9HC16 whole entry, looked up): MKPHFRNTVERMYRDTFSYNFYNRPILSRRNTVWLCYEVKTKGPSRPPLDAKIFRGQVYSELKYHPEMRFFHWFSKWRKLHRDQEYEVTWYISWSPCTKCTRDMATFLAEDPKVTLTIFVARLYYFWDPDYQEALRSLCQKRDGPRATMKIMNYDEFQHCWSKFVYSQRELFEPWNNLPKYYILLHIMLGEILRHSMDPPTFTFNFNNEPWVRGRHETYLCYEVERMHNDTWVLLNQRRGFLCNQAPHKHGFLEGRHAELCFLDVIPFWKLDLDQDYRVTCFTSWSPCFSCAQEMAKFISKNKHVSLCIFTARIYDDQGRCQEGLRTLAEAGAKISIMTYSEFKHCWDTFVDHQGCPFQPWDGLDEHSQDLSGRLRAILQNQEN
# UBC13 polyUb: UBC13 polyubiquitin chain formation inhibitors, primary screen, biochemical, TR-FRET, uHTS; inhibition, % at 20 µM; actives 0.47% (n = 330,000); Ubiquitin-conjugating enzyme E2 N (Homo sapiens), P61088; in the data active = inhibition above about 45%, passing the limit was not always enough
# Target sequence (P61088 whole entry, looked up): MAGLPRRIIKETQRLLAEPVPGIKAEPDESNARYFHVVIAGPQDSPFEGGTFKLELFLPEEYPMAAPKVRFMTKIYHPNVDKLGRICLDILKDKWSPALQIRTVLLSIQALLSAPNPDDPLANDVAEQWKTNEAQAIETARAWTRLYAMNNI
# SENP7 block: SENP7 protease inhibitors, primary screen, biochemical, luminescence, uHTS. Sentrin-specific protease 7 (Homo sapiens), Q9BQF6. recombinant SENP7, Z-RLRGG-aminoluciferin luminescence, 40 min. inhibition, % at 5 µM. actives 1.5% (n = 330,000). AID 434973, 2010;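 active = inhibition above about 50% at the single test dose, limit read from the data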;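 note: plate controls were DMSO with enzyme for no effect and no enzyme buffer wells for full effect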
# SENP8 block-2: human SENP8 protease inhibitors, primary screen, biochemical, fluorescence, Nedd8 protein substrate, uHTS; actives 0.64% (n = 360,000); AID 602440, 2012; recombinant SENP8; Sentrin-specific protease 8 (Homo sapiens), Q96LD8; inhibition, % at 20 µM; in the data active = inhibition mostly above about 40%, no sharp cut-off; inactive = mostly below about 27%
# SENP6 block: SENP6 protease inhibitors, primary screen, biochemical, luminescence, uHTS. actives 1.8% (n = 330,000). inhibition, % at 10 µM. Sentrin-specific protease 6 (Homo sapiens), Q9GZR1. Recombinant SENP6 catalytic domain, aminoluciferin luminescence;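 active = inhibition above about 50% at the single tested dose, limit read from the data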;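 note: plate controls were DMSO wells with enzyme for no effect and DMSO wells lacking enzyme for full effect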
# SENP1 inh: human SENP1 catalytic domain inhibitors, primary screen, biochemical, FRET, uHTS; Sentrin-specific protease 1 (Homo sapiens), Q9P0U3; recombinant SENP1 catalytic domain, CyPet-SUMO1-YPet FRET cleavage; inhibition, % at 10 µM; actives 0.21% (n = 360,000);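 active = inhibition at least 30% at 10 µM, raw YFP signal under a set limit, fluorescence ratio 0.5 to 1.5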;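 note: 0% = enzyme with DMSO and 100% = no enzyme wells; some results filed as inactive read as strong as hits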
# Target sequence (Q9P0U3 419-644 limits assumed): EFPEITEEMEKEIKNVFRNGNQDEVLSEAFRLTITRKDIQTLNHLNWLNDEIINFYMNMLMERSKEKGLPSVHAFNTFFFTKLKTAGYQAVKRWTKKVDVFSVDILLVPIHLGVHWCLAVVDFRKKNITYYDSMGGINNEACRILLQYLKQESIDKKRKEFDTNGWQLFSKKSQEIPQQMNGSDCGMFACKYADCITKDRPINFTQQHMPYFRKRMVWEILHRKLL
#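 Material: hSENP1 catalytic domain, recombinant; medium: Tris pH 8 with BME, BSA, NP40 and catalase; compound: single concentration of 10 µM compound, 0.5% DMSO final; technique: FRET read of cyan and yellow fluorescence; timing: 50 min enzyme reaction, room temperature, light-protected; reagent: SFCypet-SUMO1-SFYpet substrate at 25 nM; control set: no-enzyme low, enzyme-DMSO high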
# * = called active by the depositor; . = not tested or not shown.
entry	SMILES	SENP8 block-1	Apaf-1 inh	APOBEC3G inh	UBC13 polyUb
1	COc1ccc(NC(=O)c2cc(S(=O)(=O)N3CCOCC3)cn2C)c(OC)c1	6	-7	4	1
2	CC(C)CCNC(=O)c1ccc2c(Cl)c3c(nc2c1)CCC3	81*	20	-5	-4
3	O=C(NC(=O)c1ccc(F)cc1)Nc1nc(-c2cccs2)cc(C(F)(F)F)n1	1	20	-4	7
4	N#CC1(NC(=O)COC(=O)c2cc(O)c3ccccc3c2O)CCCCC1	32	73*	1	-17
5	CCn1nc(C)c(CN2CCC(n3nccc3NC(=O)c3ccccc3OC)CC2)c1C	3	0	-7	2
6	Cc1[nH]c(=S)[nH]c(=O)c1CCC1OCCO1	-12	4	-8	-2
7	CCOP(=O)(OCC)c1ccccc1OCP(C)(=O)COc1ccccc1P(=O)(OCC)OCC	-1	-7	-8	0
8	Cc1cccc2c(C(=O)N3CCN(c4ccccc4)CC3)cc(-c3ccncc3)nc12	-22	22	-4	-6
9	CCCn1c(NC(=O)c2ccco2)nc2ccccc21	4	-7	-10	6
10	C[C@H]1C(c2ccc(F)cc2)=NN(c2ccccc2)[C@@H]1CO	.	13	5	.

entry	SENP7 block	SENP8 block-2	SENP6 block	SENP1 inh
1	-5	3	8	0
2	84*	16	76*	0
3	3	-388	-7	1
4	0	-419	27	-18
5	8	5	-2	1
6	-6	12	1	2
7	-5	14	-4	2
8	-4	-1	-2	-1
9	10	-60	-31	2
10	5	-386	.	-76

# Nos. 1 through 6, reprinted for reference:
entry	SMILES	SENP8 block-1	Apaf-1 inh	APOBEC3G inh	UBC13 polyUb
1	COc1ccc(NC(=O)c2cc(S(=O)(=O)N3CCOCC3)cn2C)c(OC)c1	6	-7	4	1
2	CC(C)CCNC(=O)c1ccc2c(Cl)c3c(nc2c1)CCC3	81*	20	-5	-4
3	O=C(NC(=O)c1ccc(F)cc1)Nc1nc(-c2cccs2)cc(C(F)(F)F)n1	1	20	-4	7
4	N#CC1(NC(=O)COC(=O)c2cc(O)c3ccccc3c2O)CCCCC1	32	73*	1	-17
5	CCn1nc(C)c(CN2CCC(n3nccc3NC(=O)c3ccccc3OC)CC2)c1C	3	0	-7	2
6	Cc1[nH]c(=S)[nH]c(=O)c1CCC1OCCO1	-12	4	-8	-2

entry	SENP7 block	SENP8 block-2	SENP6 block	SENP1 inh
1	-5	3	8	0
2	84*	16	76*	0
3	3	-388	-7	1
4	0	-419	27	-18
5	8	5	-2	1
6	-6	12	1	2

# Additional compounds
entry	SMILES	SENP8 block-1	Apaf-1 inh	APOBEC3G inh	UBC13 polyUb
11	S=C(NCc1ccco1)Nc1ccc(Cl)cn1	3	2	-2	0
12	Cc1ccc2cc(C)c(N3CCN(c4ccc(F)cc4)CC3)nc2c1	-6	19	2	6
13	C=CCC[C@@H](Cc1ccc(F)cc1)C(=O)OC[C@@H](NC(=O)[C@@H](CC=C)CC(=O)N(CCO)Cc1ccccc1)c1ccccc1	7	23	-8	-3
14	CC(=O)Nc1ccc(S(=O)(=O)NC(C(=O)O)C2=CCC=CC2)cc1 (stereo unspecified)	-6	-4	-2	-2
15	C=CCN=C(C)C1=C(O)CCC1=O	-10	2	-4	-1
16	CC(C)(C)NC(=O)CN1C(=O)NC(c2ccccc2)(c2ccccc2)C1=O	2	4	-3	-2
17	O=C(Cc1ccccc1)Nc1ccc2oc(=O)ccc2c1	0	-3	5	1
18	CCc1ccc(-c2nc(CS(=O)CC(=O)NCc3cccnc3)c(C)o2)cc1 (stereo unspecified)	0	15	1	-8
19	CCOCCn1c(CN2CCN(c3ccc(F)cc3)CC2)nc2c1c(=O)n(C)c(=O)n2C	7	-10	-6	0
20	CC(NC(=O)COC(=O)C1(C)CC1(Cl)Cl)c1ccccc1 (stereo unspecified)	-7	8	0	9

entry	SENP7 block	SENP8 block-2	SENP6 block	SENP1 inh
11	0	-10	4	-5
12	2	-71	-7	5
13	0	9	-7	-2
14	-11	-2	-12	-1
15	-4	16	3	1
16	14	14	12	0
17	7	-296	20	1
18	6	-9	2	-9
19	0	7	8	0
20	5	22	-19	0

# New compounds follow:
entry	SMILES	SENP8 block-1	Apaf-1 inh	APOBEC3G inh	UBC13 polyUb
21	CCn1c(=O)c(=O)n(CC)c2cc(S(=O)(=O)Nc3cc(C)ccc3C)ccc21	12	5	-4	-6
22	COC(=O)c1cc(Br)c(=O)n(CCN(C(C)C)C(C)C)c1	7	-4	-12	7
23	O=C(Nc1cccc(O)c1)c1noc2c1CCCCC2	92*	-10	-9	2
24	Cc1ccc(NC(=O)c2cccc(C(=O)OC(C)C)n2)c(Br)c1	3	5	-5	10
25	CCOC(=O)c1c(C)[nH]c(C)c1C(=O)COC(=O)c1ccc(Cl)nc1	6	-3	0	5
26	CCOC(=O)Cn1c(-c2ccccc2)ccc(C#N)c1=O	4	6	-4	-1
27	O=C(/C=C/c1ccc(Cl)c([N+](=O)[O-])c1)Nc1cccc(NC(=O)c2ccco2)c1	-4	-3	-2	-11
28	CCN(C(=O)CCS(=O)(=O)c1ccc2c(c1)oc(=O)n2C)c1ccc(OC)cc1	-11	-5	-5	-6
29	COCCNC(=S)N/N=C(\C)c1cc2ccccc2o1	-8	-2	0	-10
30	CC1(C(=O)NC2CCCCC2)CCC(=O)N1Cc1ccc2c(c1)OCO2 (stereo unspecified)	-7	-5	-5	-9

entry	SENP7 block	SENP8 block-2	SENP6 block	SENP1 inh
21	2	-37	9	2
22	8	26	14	1
23	95*	-7	96*	3
24	2	0	-3	2
25	-2	-11	3	2
26	0	4	4	1
27	0	12	2	-2
28	16	-6	-12	2
29	2	16	11	1
30	-8	29	-10	0

# Continued:
entry	SMILES	SENP8 block-1	Apaf-1 inh	APOBEC3G inh	UBC13 polyUb
31	CC(C)(C)c1ccc(C2(C)NC(=O)N(CC(=O)NCc3cccs3)C2=O)cc1 (stereo unspecified)	-2	-6	-3	-2
32	COc1ccc(/C=C/C(=O)N2CCC(C(N)=O)CC2)cc1S(=O)(=O)N1CCOCC1	2	1	-8	16
33	COc1cccc(-c2nnc(NC(C)=O)o2)c1	-6	-3	-5	-11
34	CN(C)N1C(N)=C(C#N)C(c2ccccc2F)C2=C1CC(C)(C)CC2=O (stereo unspecified)	-3	8	-12	-6
35	O=C(Nc1nc2c(s1)CCCC2)c1ccc2ncsc2c1	28	18	-4	5
36	CCOc1ccc(-c2csc(NNC3=NCCCCC3)n2)cc1	-2	17	-7	-4
37	O=C(N/N=C/C1CC2CCC1C2)c1c[nH]c2ccccc12 (stereo unspecified)	-3	0	-6	8
38	O=C(/C=C/c1ccccc1)N(Cc1ccc(Cl)cc1)C1CCS(=O)(=O)C1 (stereo unspecified)	-4	9	-9	0
39	O=C(CSc1nncs1)Nc1cc(S(=O)(=O)N2CCOCC2)ccc1N1CCCC1	-16	-5	-8	-1
40	O=C1c2ccccc2C(=O)N1Cc1nc2ccccc2c(=O)n1CCN1CCOCC1	-5	13	-2	2

entry	SENP7 block	SENP8 block-2	SENP6 block	SENP1 inh
31	-3	3	-8	-1
32	-2	13	0	0
33	-6	-3	1	1
34	2	5	-14	-3
35	12	-79	29	-148
36	-6	14	-17	-4
37	0	8	-1	1
38	-4	8	-10	0
39	13	-2	-10	1
40	3	10	-4	1

# Looked up above.
# For APOBEC3G inh, compound 26 reads -4
# For SENP8 block-2, compound 16 reads 14
# For Apaf-1 inh, compound 34 reads 8
# For SENP8 block-1, compound 19 reads 7
# For SENP7 block, compound 2 reads 84*
# For SENP1 inh, compound 28 reads 2

# (listing goes on)
entry	SMILES	SENP8 block-1	Apaf-1 inh	APOBEC3G inh	UBC13 polyUb
41	Cc1cc(C(=O)CSc2nnc(-c3ccccc3)o2)c(C)n1CC1COc2ccccc2O1 (stereo unspecified)	0	9	-4	-4
42	C=CCNS(=O)(=O)c1nc(C)c(Cl)c(C)c1C#N	-20	4	-6	-10
43	CCOc1ccc(CCNC(=O)COC(=O)/C=C/c2cccc(OC)c2)cc1OCC	-10	17	2	-10
44	CCc1ccc(NC(=O)C(C)OC(=O)c2cccc(S(=O)(=O)N3CCc4ccccc4C3)c2)cc1 (stereo unspecified)	4	-15	-6	0
45	O=C(Nc1ccc(-c2cnco2)cc1)c1ccc(F)cc1F	7	-5	-9	9
46	CC(C)N1CCc2c(sc(NC(=O)c3ccc(S(=O)(=O)N(C)CC4CCCO4)cc3)c2C(N)=O)C1 (stereo unspecified)	7	0	-9	-2
47	COC(=O)[C@@H]1[C@@H](C)N(Cc2ccccc2)C(=O)N[C@H]1c1ccccc1	-9	1	-5	7
48	COc1ccccc1NC(=O)c1cnc(SC)nc1	-13	2	-9	4
49	O=C1C2C3C=CC(C3)C2C(=O)N1Nc1c(Cl)cc(Cl)cc1Cl (stereo unspecified)	3	-1	-3	-4
50	COc1ccc(Cl)cc1NC(=O)C1COc2ccccc2O1 (stereo unspecified)	-4	16	-5	-8

entry	SENP7 block	SENP8 block-2	SENP6 block	SENP1 inh
41	-5	37	-3	2
42	-2	24	-5	0
43	13	-138	-14	1
44	-3	17	20	0
45	26	-14	14	-1
46	8	-30	-10	-30
47	8	15	-6	1
48	-3	28	-16	-2
49	1	18	1	1
50	1	-2	2	2

# Other entries:
entry	SMILES	SENP8 block-1	Apaf-1 inh	APOBEC3G inh	UBC13 polyUb
51	CCOC(=O)C1=CN(Cc2ccco2)S(=O)(=O)N(CC)C1c1ccccc1 (stereo unspecified)	.	28	-1	.
52	COc1cccc2cc(-c3ccnc(=S)[nH]3)oc12	3	0	-4	-6
53	O=C(Nc1ccc(S(=O)(=O)Nc2ncccn2)cc1)c1cnc(Cl)c(Cl)c1	10	-19	-12	-4
54	Cc1ccc(C(=O)NCCSC(C)(C)C)cc1	-2	-7	-10	6
55	N=C1/C(=C\c2ccc(-c3cccc(Cl)c3)o2)C(=O)N=C2SC=C(c3ccccc3)N12	10	23	-8	2
56	COc1ccc(OC)c(N(CC(=O)NCCSc2ccccc2)S(C)(=O)=O)c1	-4	0	-3	-5
57	S=C(Nc1ccccc1)N1CCN(c2ccccn2)CC1	3	-15	-3	-4
58	Cc1cc(C)cc(NC(=O)Cc2ccc(NC3=NC4CS(=O)(=O)CC4S3)cc2)c1 (stereo unspecified)	-2	4	-4	-3
59	COc1ccc(OC)c(CC(NC(C)=O)C(=O)NC2CCN(c3nnnn3-c3ccccc3)CC2)c1 (stereo unspecified)	0	-11	-5	-2
60	CCOc1ccc(NC(=O)n2ncc3c(C)cccc32)cc1	81*	-3	4	4
61	O=C(CSc1nnc(-c2cccs2)n1Cc1ccco1)c1ccc2c(c1)OCO2	3	11	-3	0

entry	SENP7 block	SENP8 block-2	SENP6 block	SENP1 inh
51	-2	5	.	0
52	1	.	0	.
53	1	12	4	-7
54	4	21	-5	2
55	-4	-147	12	-25
56	6	11	5	-1
57	3	10	5	1
58	0	5	3	-1
59	12	.	-18	.
60	91*	22	64*	0
61	4	-16	9	0
